# SMN2 splice enh – increases expression of the SMN2 splice variant; HEK293 SMN2-luciferase splicing reporter, luminescence, 30-36 h; Potency, µM (highest dose often 46.1 µM), for the others: at the highest dose activity change, positive = activation, most hits filed as activators; 210,000 tested, 2.8% active; further: potency means the concentration at half of the fitted maximal effect; % of control where 0% means no effect; nearly all actives have a fitted effect of over 55% in size
#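 HEK293 cells carry an SMN2 […]–luciferase reporter in which exon 7 inclusion puts luciferase in frame. Cells were plated 10-12 h before compound addition, then incubated 30-36 h at 37C. ONE-Glo luminescence was read; sodium butyrate at 4.5 mM final served as control.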
# Lamin A splicing – modulators of lamin A splicing; HeLa LMNA splicing GFP/RFP minigene ratio, 48 h; AID 1487; Potency, µM (series often up to 46.1 µM), for inactives: at the top dose ratio change, negative = inhibition, actives largely listed as inhibitors; 200,000 tested, 0.01% active; active means well fitted inhibition curve with a large enough effect in the signal ratio, with a control signal flat, not every such curve was filed as active; inconclusive means small, poorly fitted or top-dose-only effect, or effect the other way, or a change in a side signal; the % refers to the signal ratio; further: potency means the concentration at half of the fitted maximal effect; on the % scale 0 is the no-effect control and ±100 the full control effect
#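 S3 HeLa stable clones carrying a lamin A-EGFP splicing minigene plus DsRed2 were seeded at 600 cells/well in Opti-MEM with 2% FBS, pin-dosed and incubated 48 h at 37°C. Acumen cytometry (488 nm) gave the GFP/RFP total-intensity ratio.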
# CBFb-RUNX1 inh – blocks binding between human CBF-beta and RUNX1; AlphaScreen CBFb-His/RUNX1-biotin binding, biochemical; 230,000 tested, under 10 active; Q01196+Q13951; Potency, µM (titrated, usually from 59.8 µM), inactives show at the highest dose activity, negative = inhibition, usual class: inhibitors; further: % of control where 0% means no effect
# Target sequence (Q01196 whole entry, looked up): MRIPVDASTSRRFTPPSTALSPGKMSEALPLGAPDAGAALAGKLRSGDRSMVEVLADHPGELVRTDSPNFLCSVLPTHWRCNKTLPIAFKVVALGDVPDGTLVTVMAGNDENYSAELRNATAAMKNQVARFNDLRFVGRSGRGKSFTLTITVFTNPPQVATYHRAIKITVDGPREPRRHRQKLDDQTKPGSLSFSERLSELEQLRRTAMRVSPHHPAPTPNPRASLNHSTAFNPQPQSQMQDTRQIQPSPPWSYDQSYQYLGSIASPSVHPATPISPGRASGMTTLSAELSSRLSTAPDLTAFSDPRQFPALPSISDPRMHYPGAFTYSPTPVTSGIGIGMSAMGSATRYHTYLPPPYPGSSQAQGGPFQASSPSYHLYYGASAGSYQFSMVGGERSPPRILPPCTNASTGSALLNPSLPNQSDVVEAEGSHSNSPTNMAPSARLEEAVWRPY
# Target sequence (Q13951 whole entry, looked up): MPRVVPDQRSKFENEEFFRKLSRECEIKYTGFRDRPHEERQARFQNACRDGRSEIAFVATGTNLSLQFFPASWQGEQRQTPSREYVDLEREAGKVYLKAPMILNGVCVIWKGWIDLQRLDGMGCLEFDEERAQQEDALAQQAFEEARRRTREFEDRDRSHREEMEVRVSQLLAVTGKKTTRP
#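 His-tagged CBF-beta and biotinylated RUNX1 (30 nM each) were premixed 20 min at room temperature, exposed to compound for 15 min, then given nickel-chelate and streptavidin AlphaScreen beads (50 ng each). After 90 min, AlphaScreen signal was read.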
# HttQ103 aggreg – inhibitors of mutant huntingtin aggregate formation in PC12 cells; PC12 HttQ103-GFP aggregates, Acumen cytometry, 40 h; Potency, µM (doses to about 46.1 µM), for inactives: at the top dose activity change, negative = inhibition, usual class: inhibitors; 220,000 tested, 1.1% active; further: potency means the concentration at half of the fitted maximal effect; on the % scale 0 is the no-effect control and ±100 the full control effect; nearly all actives have a fitted effect of over 60% in size
#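 Multiplexed with ATP-based cell death, this channel scores GFP aggregates in PC12 cells expressing inducible HTTex1-Q103-GFP. Induction used 100 nM tebufenozide; compounds were tested in concentration series.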
# Luc counter – counter-screen: inhibitors of Kinase-Glo firefly luciferase | Q27757 | Kinase-Glo luciferase, ATP luminescence, 8 min | 200,000 tested, 0.28% active | Potency, µM (doses to about 38.3 µM), for the others: at the highest dose activity change, negative = inhibition, actives largely listed as inhibitors | AID 1379; further: potency means the concentration at half of the fitted maximal effect; on the % scale 0 is the no-effect control and ±100 the full control effect; nearly all actives have a fitted effect of over 60% in size
#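 Compounds were added to a substrate mix at pH 7.2 (50 mM imidazole, 10 uM ATP, within the enzyme's linear range), followed by Kinase-Glo detection reagent; luminescence was measured after 8 minutes at ambient temperature.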
# HTT cytoprotect – cytoprotection in Huntington HTT-Q103 PC12 cell model; PC12 HTT-Q103 induced, cytoprotection, ATP luminescence, 40 h; Potency, µM (doses to about 56.4 µM), for the others: cytoprotection (ATP increase), actives largely listed as activators; 230,000 tested, 0.14% active; AID 1471;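 further: potency means the concentration at half of the fitted maximal effect; % of control where 0% means no effect; nearly all actives have a fitted effect of over 45% in size; toxic huntingtin expression switched on by the ecdysone agonist tebufenozide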
#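 Stable PC12 Q103-GFP cells in serum-supplemented, phenol red-free DMEM; induction by tebufenozide at 100 nM final; compound dose series; cell viability quantified luminescently from ATP.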
# IMPase Li inh – membrane-permeable IMPase blocker, potentiated with lithium | CHO-M1 cells, IP1 TR-FRET (IP-One), carbachol + lithium | Potency, µM (top dose mostly 59.4 µM), for the others: at the top dose activity, negative = IMPase inhibition, usual class: inhibitors | 210,000 tested, 0.35% active | AID 1457;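 further: IP1 builds up when IMPase is blocked and the TR-FRET signal falls; potency means the concentration at half of the fitted maximal effect; plate controls were basal vehicle for no effect and high inhibitor control for full effect; nearly all actives have a fitted effect of over 50% in size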
#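 Steps: plate 2000 CHO-M1 cells per well and culture 16–30 h; add compound and lithium; incubate 30 min, 37C; add d2-IP1 tracer and Eu cryptate anti-IP1 antibody in lysis buffer; read after 10 min at room temperature.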
# An asterisk follows results filed as active; ? = inconclusive; . = no result given; & = joins results of further samples; [ ] = dose if it differs, or a comment. Unless noted, the call rests on the fitted dose curve; in most records, active means well fitted curve in the direction sought with a large enough effect; inconclusive means small, poorly fitted or top-dose-only effect, or another doubt; inactive means no such curve, though single readings can be large; an effect the other way counts as inactive or inconclusive. This is a random part of the collection. Share with any hit: about 4%.
# Each structure is followed by: SMN2 splice enh, Lamin A splicing, CBFb-RUNX1 inh, HttQ103 aggreg, Luc counter, HTT cytoprotect, IMPase Li inh
CC(C)NC(=O)COC(=O)c1ccc(Cl)c(S(N)(=O)=O)c1
    -5%, -4%[46 µM], 5%, 11%, 3%, 12%, -5%
COCC(C)n1c(C)cc(C(=O)COC(=O)/C=C/c2cccc(F)c2)c1C (centres undefined)
    13%, ., -14%, 6%, 3%, -26%, 3%
CCC(CC)C(=O)Nc1cccc(C(=O)Nc2nccs2)c1
    -25%, 6%, -3%, -18%, 1%, 4%, 3%[38.3 µM]
C=CCNC(=O)/C(C#N)=C/c1c(N(Cc2ccccc2)Cc2ccccc2)nc2ccccn2c1=O
    -32%[inhibitor], ?, -1%, ?, -1%, ?, 7%
Cc1cc(C(=O)CSc2nnc(-c3ccc(F)cc3)o2)c(C)n1CC1COc2ccccc2O1 (centres undefined)
    -42%[inhibitor], 11%, -4%, -16%, -7%, -44%[inhibitor], 10%[38.3 µM]
CC(C)(C)C(=O)Nc1cccc(OC(F)(F)C(F)Cl)c1 (centres undefined)
    -2%, ?, 18%, -14%, 0%, -20%, 10%
CCOC(=O)C1=C(CS(=O)(=O)c2ccc(C)cc2)NC(=O)NC1c1ccc(O)c(OC)c1 (centres undefined)
    ., ., 9%, 14%[9.22 µM], ., 1%[10 µM], .
CCSc1nc2ccccc2n1S(=O)(=O)c1ccccc1
    -1%, 1%, -1%, 8%, -2%, -1%, 18%[38.3 µM]
O=C1c2ccccc2NC2(CCCCC2)N1N=C1CCCCC1
    -5%, -4%, 2%, -12%, -1%, 26%[0.074 µM], -1%
Cn1cnc([N+](=O)[O-])c1Sc1nnc(-c2cccnc2)n1C
    -5%[9.22 µM], -25%[46 µM], 9%, 9%[9.22 µM], -3%[7.66 µM], -13%&23%[10 µM], 2%
CCN(CC)CCNC(=O)c1ccc(NC(=O)c2ccc(F)cc2F)cc1
    5%, ., 26%, -4%, 2%, -20%, 31%[activator]
O=C(O)C1OC(Oc2c(-c3ccc(O)c(O)c3)oc3cc(O)cc(O)c3c2=O)C(O)C(O)C1O (centres undefined)
    -2%, ?, ., -8%, 1%, ., 23%
CCOc1ccc(C(=O)c2cc([N+](=O)[O-])ccc2N2CCOCC2)cc1
    -35%[inhibitor], ?, -3%, 18%, -2%, ., 4%
O=C1CSCN1c1cc(Cl)ccc1Cl
    -18%, ., -4%, 1%[9.22 µM], -3%, -10%, -6%
COc1cc(/C=N/NC(=O)CCOc2ccccc2C)cc(Br)c1O
    -10%, ?, -13%, -18%, -2%, -2%, 0%
COc1cc(NC(=O)C(=O)NCCN(C)C)c(OC)cc1Cl
    ., 19%[46 µM], 6%, 5%[9.22 µM], -3%, -1%[10 µM], -2%
COc1ccccc1-c1c(C(F)(F)F)oc2cc(OC(=O)c3cccc([N+](=O)[O-])c3C)ccc2c1=O
    -30%, ?, -3%, 2%, 2%, -5%, -4%[38.3 µM]
CC1(C)CC(=O)C(C=NCCN2CCN(C3CC(=O)N(c4ccc(F)cc4)C3=O)CC2)=C(O)C1 (centres undefined)
    5%, 5%[46 µM], 3%, 10%[9.22 µM], -3%, -21%, -1%
O=C(CSc1nnc2ccccn12)NNC(=O)c1ccccc1
    13%, -11%[46 µM], 12%, -10%, 0%, -6%, -2%
O=C(NC(=S)NCc1cccnc1)c1ccccc1
    -12%, -3%, -5%, -7%, -2%, 0%[10 µM], 4%

# Entries of single compounds, quoted from the list. Order of screens: SMN2 splice enh	Lamin A splicing	CBFb-RUNX1 inh	HttQ103 aggreg	Luc counter	HTT cytoprotect	IMPase Li inh
# COc1ccccc1-c1c(C(F)(F)F)oc2cc(OC(=O)c3cccc([N+](=O)[O-])c3C)ccc2c1=O across the screens: -30%	?	-3%	2%	2%	-5%	-4%[38.3 µM]
# Cn1cnc([N+](=O)[O-])c1Sc1nnc(-c2cccnc2)n1C across the screens: -5%[9.22 µM]	-25%[46 µM]	9%	9%[9.22 µM]	-3%[7.66 µM]	-13%&23%[10 µM]	2%

# Additional records
# Each structure is followed by: SMN2 splice enh, Lamin A splicing, CBFb-RUNX1 inh, HttQ103 aggreg, Luc counter, HTT cytoprotect, IMPase Li inh
CC1=Nc2cc(C(=O)O)ccc2Sc2ccc(C)cc21
    -19%, 5%[9.22 µM], 7%, -2%, 2%, 17%, 0%
CN(C)S(=O)(=O)c1cccc(NC(=O)CCSc2ccc(Cl)cc2)c1
    -39%[inhibitor], ?, 22%, 10%, -4%, 8%[10 µM], 7%
CCCNC(=O)c1nc2ncc(Br)cn2n1
    ., 7%, -2%, 19%, ., -25%[10 µM], .
c1ccc2c(c1)nc(Nc1ccc3c(c1)OCO3)c1nnnn12
    1%, 29%, -5%, -1%, -4%, 1%[1.9 µM], 25%[38.3 µM]
CN(C)c1oc(-c2ccccc2Cl)nc1C#N
    13%, -12%, -12%, -7%, -2%, -9%, 11%[38.3 µM]
COc1ccccc1N1CCN(CCN2C(=O)c3ccccc3C(C)(C)C2=O)CC1
    -11%, ., 12%, ., 1%, -13%, 4%&28%
Cc1cccn2c(=O)c3cc(C#N)c(=NC(=O)c4ccco4)n(Cc4ccco4)c3nc12
    ., ., 5%, -1%[9.22 µM], ., -2%[10 µM], .
Cc1cccc2c(-c3ccccc3)cc(=O)[nH]c12
    -17%, -9%, 3%, -15%, 1%, 13%[10 µM], 8%
Cc1cc(-c2nsc(=O)o2)c(S(C)(=O)=O)s1
    12%, -9%, 4%, -9%, 6%, -2%[10 µM], -16%[38.3 µM]
Nn1c(SCC(=O)NC(=O)NC2CCCC2)nnc1-c1ccccc1F
    0%, 9%, 3%, -3%, 0%, -24%, 5%[38.3 µM]
Cc1ccc(CSc2nncn2-c2ccccn2)cc1
    -9%, -1%, -1%, -1%, 0%, -2%[10 µM], -7%
CC(=O)NC1=C(N(C)C2CCS(=O)(=O)C2)C(=O)c2ccccc2C1=O (centres undefined)
    -109%[inhibitor], ?, -4%, 13µM*, -6%, ., 21%
O=C(O)c1cccc(-n2cccc2/C=C2\NC(=O)N(Cc3ccc(F)cc3)C2=O)c1
    20%, -15%[46 µM], ?, 21%, -1%, ?, 1%
CCN1C(=O)N(CN2CCOCC2)C2C1N(CN1CCOCC1)C(=O)N2CC (centres undefined)
    16%, 7%, 1%, -5%, -2%, -12%, 27%[38.3 µM]
CC(=O)n1cc(N(C(=O)CCl)c2ccc(C)cc2)c2ccccc21
    ., ., 0%, 7%[9.22 µM], ., -4%[10 µM], .
O=C(NCC(c1cccs1)N1CCOCC1)c1ccc(Cl)s1 (centres undefined)
    -20%, ?, 5%, 12%, -1%, -50%[inhibitor], -4%[38.3 µM]
O=C(O)c1ccc(/C=N/NC(=S)NC2CCCCC2)cc1
    -7%, ?, -1%, 9%, 0%, -22%, 1%
CN(C)c1nc(N(C)C)nc(N(C#N)CCOc2ccccc2)n1
    -49%[inhibitor], ?, -7%, ?, 3%, -10%[10 µM], 18%
CSCCC1NC2(C(=O)Nc3ccc(Cl)cc32)[C@@H]2C(=O)N(C3CCCC3)C(=O)[C@H]12 (some centres undefined)
    21%, 4%, -16%, -3%, -1%, -2%[0.074 µM], 1%[38.3 µM]
CCOC(=O)CCCNC(=O)COC(=O)c1cc2ccccc2cc1O
    4%, 22%, 4%, -2%[1.84 µM], 1%, -2%, 16%[38.3 µM]
CC(=O)Nc1nnc(SCC(=O)NC(C)(C)C)s1
    -8%, 7%, 5%, 11%, -5%, 2%, -5%[38.3 µM]
CCN1CCSc2ccc(C(=O)Nc3ccc(NC(C)=O)cc3)cc21
    -7%, ., -1%, 3%, -4%, 0%, 3%
CCn1c2ccccc2c2cc(NC(=O)c3cc(C)on3)ccc21
    -24%, ., 2%, -7%, 1%, -106%[inhibitor], -3%
CC(=O)Nc1ccc(NC(=O)CSc2nnc(CNc3ccc(F)cc3)n2CC2CCCO2)cc1 (centres undefined)
    18%, -21%[46 µM], 5%, 9%, 1%, 30%[10 µM], 5%
COc1ccc(/C=N/N=C2/NC(=O)CC(C(=O)O)S2)cc1 (centres undefined)
    -7%, -14%, 17%, -6%, -8%, 28%[10 µM], 2%
CC(=O)N1N=C(c2ccco2)CC1c1cc2cc(C)ccc2nc1Cl (centres undefined)
    ., ., 14%, -7%[9.22 µM], ., -2%[10 µM], .
Cc1cnc([N+](=O)[O-])n1CCOC(=O)NC(=O)c1cccc(F)c1
    8%, ., 4%, -7%, 2%, -25%, 20%
COc1ccc(C2=Nn3c(nnc3-c3cc(C)[nH]n3)SC2)cc1
    ., ., 7%, -5%[9.22 µM], ., 4%[10 µM], .
Cc1ccccc1C(=O)NNC(=O)Cc1ccccc1
    ?, 0%, 0%, 10%, -3%, 8%, 13%[38.3 µM]
NCCCC[C@H](NC(=O)C1CCNCC1)c1nnc(CN)o1
    ., ., 9%, 2%[9.22 µM], ., -8%[10 µM], -15%
CC1=CC2=NC(=O)/C(=C\c3cn(C)c4ccccc34)C(=N)N2O1
    -17%, ?, 6%, -15%, 0%, -1%, ?
COc1ccc(C(=O)Nc2ccc(N3CCCC3)cc2)cc1
    8%, 0%, -19%, -4%, -5%, -28%, 16%[38.3 µM]
O=[N+]([O-])c1ccc(N/N=C/c2ccc[nH]2)cc1
    -32%[inhibitor], ?, -18%, 4%, ?, ., -8%
COc1cc(OC)c(NC(=O)CCNC(=O)Cn2cnc3ccccc3c2=O)cc1Cl
    -2%, 11%, 2%, 15%, 0%, -42%[inhibitor], -2%[38.3 µM]
COc1ccc(NS(=O)(=O)c2cc(NC(=O)C3CCCCC3)ccc2N2CCOCC2)cc1
    27%, ., -7%, 2%, -1%, ., 12%
Nc1ncnc2c1ncn2C1CC(O)C(CO)O1 (centres undefined)
    -6%, ?, 13%[21.7 µM], ., 0%&-2%, -3%[1.9 µM], 5%&6%
CCC/C=C(\CCC)C(NP(=O)(c1ccccc1)c1ccccc1)c1ccc(C(F)(F)F)cc1 (centres undefined)
    -29%, ., -7%, ., -6%, -49%[inhibitor], 15%
O=C(NCc1ccc2c(c1)OCO2)c1cccc([N+](=O)[O-])c1
    -17%, -11%, 5%, -23%, 1%, -5%[10 µM], 15%[38.3 µM]
CC(C)N(C(=O)CSc1nnc(Cc2ccc3c(c2)OCO3)n1C)C(C)C
    -23%, ., 4%, 8%, -2%, -29%, -15%
CCOc1ccc(CCNC(=O)C2CC(=O)N(C3CCCC3)C2)cc1OCC (centres undefined)
    -11%, 1%, -2%, 6%, -5%, -15%, -2%[38.3 µM]
